# Assay outcomes as filed in PubChem.
# Tau fluor cs: counter-screen for tau fibril formation inhibitors. AID 1463. Potency, µM (doses to about 57.7 µM), without a hit: at the top dose activity change, negative = decrease. 0.93% of 280,000 active. tau K18 P301L (four-repeat tau fragment) Alexa594 fluorescence, heparin fibrillization; also: % is scaled to controls: 0 for no effect and ±100 for the full control effect; nearly all actives have a fitted effect of over 55% in size
#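 Human K18 P301L tau (15 uM unlabeled plus 0.24 uM Alexa 594-labeled, final) in 100 mM sodium acetate pH 7 was mixed with compound and 20 uM heparin and incubated 6 hr at 37 C.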
# NPSR antag: neuropeptide S receptor (human) antagonism, cAMP; Q6W5P4; CHO-NPSR cells, cAMP TR-FRET, antagonist mode; Potency, µM (highest dose often 38.3 µM), for inactives: at the top dose activity change, negative = inhibition, usual class: inhibitors; 1% of 220,000 active; AID 1461; also: % is scaled to controls: 0 for no effect and ±100 for the full control effect; nearly all actives have a fitted effect of over 50% in size; many of its hits are not listed in these tables
# GLA spleen mod: inhibitors or activators of human alpha-galactosidase in spleen homogenate; P06280; human spleen homogenate, 4MU-alpha-Gal fluorescence, 40 min; Potency, µM (series often up to 80 µM), for the others: at the highest dose activity change, negative = inhibition, actives largely listed as inhibitors; 0.008% of 240,000 active; AID 2107;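 also: 0% = enzyme with vehicle and -100% = no enzyme basal signal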
# Target sequence (P06280 32-429 limits assumed): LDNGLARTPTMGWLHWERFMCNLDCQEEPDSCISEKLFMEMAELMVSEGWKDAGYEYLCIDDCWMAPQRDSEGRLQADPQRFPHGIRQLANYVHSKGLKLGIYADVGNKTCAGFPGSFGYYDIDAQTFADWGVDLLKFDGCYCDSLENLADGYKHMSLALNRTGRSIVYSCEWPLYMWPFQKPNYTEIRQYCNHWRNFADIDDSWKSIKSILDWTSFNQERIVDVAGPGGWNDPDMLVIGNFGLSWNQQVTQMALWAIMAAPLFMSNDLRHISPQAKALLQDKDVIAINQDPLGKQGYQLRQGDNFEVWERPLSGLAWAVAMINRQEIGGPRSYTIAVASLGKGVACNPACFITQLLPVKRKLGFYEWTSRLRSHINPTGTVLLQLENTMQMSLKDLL
#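 Human spleen homogenate (1 ug) was the enzyme source, with 4-methylumbelliferyl-alpha-D-galactopyranoside (1 mM final) in pH 5.0 citrate buffer with 0.01% Tween-20. Compounds were titrated; after 40 min at 37C, NaOH/glycine stop, 4-MU fluorescence read; AC50 from Hill fits.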
# ALDH1A1 block: blocks purified human ALDH1A1 activity; Potency, µM (titrated, usually from 75.3 µM), for inactives: at the highest dose activity, negative = inhibition, actives largely listed as inhibitors; Purified ALDH1A1, NADH fluorescence, propionaldehyde substrate; 7.3% of 220,000 active; P00352; active = well fitted inhibition curve with a large enough effect, not every such curve was filed as active; inconclusive = small, poorly fitted or top-dose-only effect, or another doubt; inactive = no such curve, though single readings can be large or run the other way;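 also: plate controls were no enzyme wells and a reference inhibitor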
# Target sequence (P00352 whole entry, looked up): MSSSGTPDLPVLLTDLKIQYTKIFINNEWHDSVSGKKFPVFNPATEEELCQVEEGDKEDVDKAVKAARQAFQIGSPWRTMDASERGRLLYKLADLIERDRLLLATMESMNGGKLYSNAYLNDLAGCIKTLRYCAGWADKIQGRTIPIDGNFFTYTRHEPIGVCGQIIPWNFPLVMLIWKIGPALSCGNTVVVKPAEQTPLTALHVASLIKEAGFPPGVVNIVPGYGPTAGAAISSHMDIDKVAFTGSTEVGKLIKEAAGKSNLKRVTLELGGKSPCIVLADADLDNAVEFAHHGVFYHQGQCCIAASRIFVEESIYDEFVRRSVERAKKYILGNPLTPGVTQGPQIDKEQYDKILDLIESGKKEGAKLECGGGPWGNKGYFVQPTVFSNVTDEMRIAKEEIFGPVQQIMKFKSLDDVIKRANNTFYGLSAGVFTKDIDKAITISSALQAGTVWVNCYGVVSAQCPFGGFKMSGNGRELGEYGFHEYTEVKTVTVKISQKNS
# GAA glycogen mod: inhibitors or activators of human alpha-glucosidase glycogen cleavage | recombinant GAA, glycogen substrate, Amplex Red glucose oxidase fluorescence | Potency, µM (titrated, usually from 76.4 µM), without a hit: top-dose activity change, negative = inhibition, usual class: inhibitors | AID 2100 | 0.38% of 300,000 active;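 also: 0% = full enzyme reaction and -100% = no-enzyme basal signal; the screen sought inhibitors and activators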
#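 Natural-substrate format: glycogen cleavage by 4 nM human enzyme, glucose read by Amplex Red coupling (Ex 573, Em 610 nm). Normalized to enzyme and no-enzyme controls.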
# Epigenetic reg: epigenetic control regulation, reporter derepression | murine LDR cells, GFP reporter derepression, 30 h | 0.2% of 280,000 active | Potency, µM (titrated, usually from 53.9 µM), without a hit: top-dose GFP activation, usual class: activators; also: % of control where 0% means no effect; nearly all actives have a fitted effect of over 60% in size
#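 Derepression of a silenced CMV-GFP reporter in murine LDR cells is scored by enumerating GFP-positive cells with a laser-scanning microplate cytometer after 30 hours of treatment at 37 C.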
# aGlu spleen mod: inhibitors or activators of human alpha-glucosidase in spleen homogenate; P10253; human spleen homogenate, 4-MU-alpha-glucoside fluorescence; Potency, µM (titrated, usually from 79.9 µM), inactives show top-dose activity change, negative = inhibition, usual class: inhibitors; 0.006% of 240,000 active;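 also: 0% = enzyme with vehicle and -100% = no enzyme basal signal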
#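 Human spleen homogenate (1 ug) with 4-methylumbelliferyl-alpha-D-glucopyranoside (1 mM final) in 50 mM citrate/phosphate pH 5.0, 0.01% Tween-20; 40 min at 37 C. Stopped at pH 10; 4-MU fluorescence Ex 365/Em 440 nm; AC50 by Hill fit.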
# GAA inh: alpha-glucosidase (human) inhibition; Potency, µM (series often up to 76.9 µM), without a hit: at the highest dose activity change, negative = inhibition, usual class: inhibitors; P10253; 0.005% of 200,000 active; purified human GAA, 4-MU-alpha-glucoside fluorescence;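 also: plate controls were uninhibited enzyme wells for no effect and no-enzyme background for full effect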
#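 Compounds are titrated up to 77 uM against 4 nM human enzyme. Substrate 4-methylumbelliferyl-alpha-D-pyranoside (400 uM) reacts 20 min at room temperature in pH 5.0 buffer; liberated 4-methylumbelliferone is read at 440 nm.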
# Active calls of the source: *; ? = inconclusive; nt = not tested or not shown; [ ] = dose if it differs, or a comment. Unless noted, calls follow the shape of the dose curve; as a rule, active = well fitted curve in the direction sought with a large enough effect; inconclusive = small, poorly fitted or top-dose-only effect, or another doubt; inactive = no such curve, though single readings can be large; an effect the other way counts as inactive or inconclusive. Potency is read from the fitted curve at half-maximal effect. The list is partial; count on the stated rates, not on these rows.
smiles,Tau fluor cs,NPSR antag,GLA spleen mod,ALDH1A1 block,GAA glycogen mod,Epigenetic reg,aGlu spleen mod,GAA inh
Cc1nnsc1C(=O)N/N=C/c1ccc(OC(F)(F)F)cc1,3%,-10%,1%,11%,-23%,2.4%,2%,3%
Nc1ncnc(Sc2ccc(Cl)cc2)c1[N+](=O)[O-],-20%,-2%,1%,4%,-8%,1.0%,3%,0%
CC(=C\C(=O)O)/C(=C/c1ccccc1)C(=O)O,2%,-11%[46.1 µM],-9%,4%,8%,-0.9%,-6%,3%
COCCCNC(=O)CCCn1c(=O)c2ccccc2n(Cc2cccc([N+](=O)[O-])c2)c1=O,-8%,-13%,-1%,11%,3%,-0.1%,4%,-2%
N=c1c(C(=O)NCc2ccc(F)cc2)cc2c(=O)n3ccccc3nc2n1Cc1cccnc1,-14%,-12%[46.1 µM],19%,?,-8%,0.0%,11%,13%
Nc1ccc(S(=O)C(F)(F)F)cc1 (stereo unspecified),3%,-1%,-1%,6%,-3%,1.2%,5%,3%
CN(CC(=O)Nc1ccc(SC(F)F)cc1)C1CCCCC1,-10%,-5%,6%,?,1%,-3.1%,3%,-7%
CCCN1CN=C(Nc2nc3ccccc3o2)NC1,-15%,-21%,-7%,nt,2%,-0.1%,-2%,nt
Cc1ccccc1OCCCc1c(C)n[nH]c1C,-18%,21%,2%,4%,-4%,-3.5%,-10%,-2%
Cc1cc(C(=O)OCC(=O)N2CC(C)OC(C)C2)ccc1[N+](=O)[O-] (stereo unspecified),3%,4%,-4%,?,0%,4.6%,7%,4%
CN(C)c1nc(NS(=O)(=O)c2ccc(Cl)cc2)nc(N(C)C)n1,-1%,-11%[46.1 µM],3%,2%,-13%,-1.7%,4%,7%
CSc1cccc(NC(=O)C2(S(=O)(=O)c3ccc(C)cc3)CC2)c1,-23%,-10%,-8%,-1%,4%,-0.1%,-5%,-1%

# The closing 2 entries of the part before open the next one.
smiles,Tau fluor cs,NPSR antag,GLA spleen mod,ALDH1A1 block,GAA glycogen mod,Epigenetic reg,aGlu spleen mod,GAA inh
CN(C)c1nc(NS(=O)(=O)c2ccc(Cl)cc2)nc(N(C)C)n1,-1%,-11%[46.1 µM],3%,2%,-13%,-1.7%,4%,7%
CSc1cccc(NC(=O)C2(S(=O)(=O)c3ccc(C)cc3)CC2)c1,-23%,-10%,-8%,-1%,4%,-0.1%,-5%,-1%
COc1ccccc1NC(=O)CCN1CCCCCC1,2%,-1%[46.1 µM],-6%,-1%,1%,-1.0%,-5%,-4%
COc1ccc(/C(N)=N/OC(=O)CSc2ccccc2)cc1,-28%,-12%[46.1 µM],-3%,-5%,-4%,1.1%,-10%,1%
COc1ccc(NC(=O)CSc2nnc(Cc3cccn3C)n2-c2ccc(F)cc2)cc1OC,-5%,0%[46.1 µM],-1%,25µM*,-4%,0.8%,-4%,2%
COc1ccc(OC)c(/C=N/NC(=O)c2cc3c(OC)c(OC)ccc3[nH]2)c1,?,-5%,4%,-14%,5%,-0.9%,-2%,-8%
CCOC(=O)C1(Cc2cccc(OC)c2)CCN(Cc2cccc3c2OCO3)CC1,-7%,24%,-1%,3%,-7%,2.5%,-9%,-12%
COc1ccc(Cl)cc1C(=O)N1CCN=C1SC,0%,-8%[46.1 µM],1%,3%,-9%,-0.8%,0%,-12%
COc1ccc(Nc2nc(NCC3CCCO3)nc(N)c2[N+](=O)[O-])cc1 (stereo unspecified),-26%,22%,2%,-6%,5%,1.1%,-10%,-11%
CN(C)S(=O)(=O)c1cccc(N=c2scc(-c3ccc4c(c3)NC(=O)CO4)n2CC2CCCO2)c1 (stereo unspecified),?,-16%[46.1 µM],3%,?,-8%,-2.3%,2%,-4%
CCCOc1ccc(C2C(=O)N(C3CCCCCC3)CC(=O)N2Cc2ccco2)cc1OC (stereo unspecified),-5%,-26%[46.1 µM],4%,0%,-12%,0.0%,0%,0%
O=C1CSC(c2ccccc2)N1c1nc(-c2ccc(Cl)cc2Cl)cs1 (stereo unspecified),-6%,?,2%,5%,-1%,-1.1%,-7%,-7%
Cc1nn(-c2ccccc2)c2sc(C(=O)C(C#N)c3ccccn3)cc12 (stereo unspecified),5%,-17%[46.1 µM],2%,?,-3%,6.5%,-3%,-8%
Cc1ccc(S(=O)(=O)NCCOCCNS(=O)(=O)c2ccc(C)cc2)cc1,-7%,-15%[7.67 µM],1%,13µM*,0%,7.1%,-2%,-6%
Cc1cc(C)cc(-n2c(C)cc(C(=O)CSc3nnnn3C)c2C)c1,-9%,?,1%,?,1%,0.1%,5%,-3%
O=C(Nc1cccnc1)c1cnn2c(C(F)F)cc(C3CC3)nc12,-7%,-20%[46.1 µM],4%,-12%,5%,-1.6%,1%,-11%
CC(=O)N[C@@H](CSC(=O)[C@]1([C@@H](O)C(C)C)NC(=O)[C@H](C)[C@@H]1O)C(=O)O,-10%[11.6 µM],nt,-3%[17.5 µM],11%[13.5 µM],nt,?,5%[17.4 µM],nt
CC(=O)N/C(=C\c1ccc(F)cc1)C(=O)NC(C(=O)O)C(C)C (stereo unspecified),8%,22%,6%,14%,0%,1.1%,7%,9%
COC(=O)c1ccccc1NC(=O)/C=N/O,-4%,-8%[46.1 µM],6%,13%,0%,-3.9%,-3%,-3%
CCOc1ccc2ccccc2c1C(=O)N[C@@H]1C(=O)N2[C@@H]1SC(C)(C)[C@@H]2C(=O)O,2%,9%,-7%,-2%[20.9 µM],-2%,1.0%,-17%,-6%[15.4 µM]
Cc1cc(C)c(NC(=O)/C(=C/c2ccco2)c2ccccc2)c(C)c1,-13%,?,8%,-13%,-1%,-3.0%,-4%,-9%
COc1ccc(/C(=N\O)c2ncc(C(F)(F)F)cc2Cl)cc1,-15%,-16%[46.1 µM],8%,-4%,1%,-6.1%,5%,-9%
Cc1cc(N=Nc2ccc(Cl)cc2)cc(CN2CCOCC2)c1O,?,40%,-12%,-1%,-9%,2.1%,-7%,?
Cc1ccsc1C(=O)C1CCCN(Cc2cn(C)nc2-c2ccccc2)C1 (stereo unspecified),-3%,-4%,-4%,-1%,-11%,2.6%,0%,?
Cc1ccccc1C(=O)/C=C1/c2ccccc2CC(C)(C)N1C,0%,-8%[46.1 µM],-1%,?,11%,-0.9%,-8%,-6%
Cc1nn(-c2ccc(F)cc2)c(Cl)c1/C=C(\CC(=O)O)c1nc2ccccc2s1,7%,?,-15%,?,10%,-1.1%,-14%,-2%

# Sorted by heavy-atom count (ascending): three of the compounds above.
smiles,Tau fluor cs,NPSR antag,GLA spleen mod,ALDH1A1 block,GAA glycogen mod,Epigenetic reg,aGlu spleen mod,GAA inh
CC(=O)N/C(=C\c1ccc(F)cc1)C(=O)NC(C(=O)O)C(C)C (stereo unspecified),8%,22%,6%,14%,0%,1.1%,7%,9%
Cc1cc(N=Nc2ccc(Cl)cc2)cc(CN2CCOCC2)c1O,?,40%,-12%,-1%,-9%,2.1%,-7%,?
CCOc1ccc2ccccc2c1C(=O)N[C@@H]1C(=O)N2[C@@H]1SC(C)(C)[C@@H]2C(=O)O,2%,9%,-7%,-2%[20.9 µM],-2%,1.0%,-17%,-6%[15.4 µM]

# The list goes on.
smiles,Tau fluor cs,NPSR antag,GLA spleen mod,ALDH1A1 block,GAA glycogen mod,Epigenetic reg,aGlu spleen mod,GAA inh
COCCCn1c(O)c(/C=C2\N=C(C#N)C(=Nc3ccc(C)cc3)O2)sc1=S,?,?,5%,nt,-25%,?,2%,nt
O=C(CCCCCn1c(=S)[nH]c2ccccc2c1=O)NCc1ccc2c(c1)OCO2,-13%,-24%[46.1 µM],0%,4%,3%,-1.1%,-4%,1%
CN(CC1CCCO1)S(=O)(=O)c1ccc(C(=O)Nc2nccs2)cc1 (stereo unspecified),-9%,-8%,-8%,nt,9%,1.1%,-3%,nt
COc1ccccc1-n1c(CNC(=O)c2ccccc2)nnc1SCC(=O)Nc1nnc(C)s1,0%,-19%,10%,-2%,0%,-0.1%,6%,nt
CC1(C)CC(NC(=O)Nc2ccc([N+](=O)[O-])cc2)CC(C)(C)N1,2%,1%,4%,9%,0%,0.6%,8%,-3%
CCCCN(CCCC)C(=O)CSc1nnc(-c2cc(OC)c(OC)c(OC)c2)o1,-7%,?,-2%,2%,-1%,3.5%,-6%,7%
Cc1ccc(NC(=O)N(CCCN2CCOCC2)Cc2cccnc2)cc1C,-2%,-3%[46.1 µM],4%,1%,-4%,-2.7%,-9%,2%
CC1(C)Oc2ccc3ccc(=O)oc3c2/C(=C/Nc2cccc(O)c2)C1=O,?,-23%,5%,-3%,3%,0.7%,1%,?
CCOC(=O)c1cc(-c2ccc(C)cc2)n(CCC(=O)NCCN(C)C)c1C,-6%,-5%[46.1 µM],-8%,-12%,7%,0.0%,6%,2%
Cc1n[nH]c(C)c1CNCc1c(C(=O)N2CCCCCCC2)nc2ccc(Cl)cn12,6%,5%,2%,nt,10%,0.0%,12%,nt
Cc1cc(NC(=O)CCC(=O)N(c2ccc(F)cc2)C(C(=O)NC2CCCC2)c2ccncc2)no1 (stereo unspecified),-2%,-8%[46.1 µM],-4%,2%,6%,2.3%,-3%,7%
Cn1c(Cl)c(C(=O)Nc2ccccc2)c2ccccc21,-11%,-13%[46.1 µM],2%,?,3%,0.0%,-5%,2%
C=C1N(CCCCCC(=O)O)C(=O)OC12CCCCC2,1%,2%[46.1 µM],1%,0%,1%,-2.1%,-3%,-8%
CC[C@@H]1C(c2ccccc2)=NN(c2ccc(Br)cc2)[C@H]1C(=O)N1CCOC1=O,7.9µM*[quencher],nt,?,?,nt,1.9%,9%,nt
